hERG WT inh – inhibitors of human wildtype KCNH2 potassium channel | Q12809 | U2OS, BacMam KCNH2, thallium flux FluxOr; hits give low values | activity change, % at 1.84 µM | 340,000 tested, 0.37% active;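 active means maximum activity change below -70%; inconclusive means maximum activity change between -70% and -50%; inactive means maximum activity change above -50%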
Target sequence (Q12809 whole entry, looked up): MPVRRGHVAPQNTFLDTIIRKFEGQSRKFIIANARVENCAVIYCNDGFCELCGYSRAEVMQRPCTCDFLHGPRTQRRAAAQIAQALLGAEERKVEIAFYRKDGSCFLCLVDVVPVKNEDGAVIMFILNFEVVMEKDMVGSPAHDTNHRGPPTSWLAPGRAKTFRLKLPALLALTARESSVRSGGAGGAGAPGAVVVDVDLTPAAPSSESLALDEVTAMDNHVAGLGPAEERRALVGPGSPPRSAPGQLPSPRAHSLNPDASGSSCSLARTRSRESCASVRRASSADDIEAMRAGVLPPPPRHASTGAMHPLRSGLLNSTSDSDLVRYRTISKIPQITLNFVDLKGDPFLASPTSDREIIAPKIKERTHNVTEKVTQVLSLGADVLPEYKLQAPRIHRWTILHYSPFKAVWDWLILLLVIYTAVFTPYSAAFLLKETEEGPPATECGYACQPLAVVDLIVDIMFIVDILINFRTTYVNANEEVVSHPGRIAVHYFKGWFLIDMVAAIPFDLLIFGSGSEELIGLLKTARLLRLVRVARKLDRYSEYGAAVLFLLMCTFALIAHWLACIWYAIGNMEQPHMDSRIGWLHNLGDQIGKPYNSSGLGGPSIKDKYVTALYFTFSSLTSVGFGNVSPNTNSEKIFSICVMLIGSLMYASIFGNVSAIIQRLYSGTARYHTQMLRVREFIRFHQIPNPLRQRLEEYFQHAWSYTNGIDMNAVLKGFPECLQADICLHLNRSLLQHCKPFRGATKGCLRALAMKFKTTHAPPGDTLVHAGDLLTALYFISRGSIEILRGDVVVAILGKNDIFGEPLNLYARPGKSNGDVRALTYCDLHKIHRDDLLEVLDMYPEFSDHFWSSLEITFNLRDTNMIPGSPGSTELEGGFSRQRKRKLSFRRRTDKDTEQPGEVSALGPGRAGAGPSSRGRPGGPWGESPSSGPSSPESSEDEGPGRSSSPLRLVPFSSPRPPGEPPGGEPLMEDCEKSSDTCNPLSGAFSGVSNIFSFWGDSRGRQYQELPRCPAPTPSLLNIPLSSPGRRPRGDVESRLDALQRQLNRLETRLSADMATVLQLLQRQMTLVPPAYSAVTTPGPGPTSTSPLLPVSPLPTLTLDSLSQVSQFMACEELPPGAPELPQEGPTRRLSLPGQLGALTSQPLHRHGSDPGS
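U2OS cells were transduced with wild-type KCNH2 virus (2.03 x 10^8 / mL) for 4 h at room temperature, then cultured overnight at 37 C. Thallium flux was read with FluxOr dye. Rate constants were normalized to DMSO controls.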
KCNH2 3.1 inh – KCNH2 3.1 (human) potassium channel inhibition. U2OS KCNH2 3.1, thallium flux FluxOr; hits give low values. activity change, % (tested at about 1.8 µM). 340,000 tested, 0.95% active. AID 720553;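 active means maximum activity change below -70%; inconclusive means maximum activity change from -70% to -50%; inactive means maximum activity change above -50%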;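 further: thallium influx rate constant from kinetic fluorescence after stimulation buffer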
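Channel expression came from 3.1 mutant virus (1.77 x 10^8 /mL) applied to suspended U2OS cells for 4 h. Flux was tracked with FluxOr dye plus Red40 quencher, and kinetic rate constants normalized to controls.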
Numbers without * were called inactive; u = inconclusive. On the % scale 0 is the no-effect control and ±100 the full control effect. Only part of the results is shown; rates above refer to the full screens.

SMILES	hERG WT inh	KCNH2 3.1 inh
Cc1ccc(S(=O)(=O)N2C[C@]3(O)C[C@@H]4C(=O)N(c5ccccc5)C(=O)[C@@H]4C[C@]3(OC(=O)Nc3c(C)noc3C)C2)cc1	1.0	3.3
Cc1ccc(-c2noc(CCC(=O)Nc3cccc(C(=O)NC4CC4)c3)n2)cc1	3.6	9.7
O=NN(CCCl)C(=O)NCCc1cccc[n+]1[O-]	10.7	-3.5
C[C@H](CO)N1C[C@H](C)[C@@H](CN(C)C(=O)CN2CCOCC2)Oc2cc(Br)ccc2S1(=O)=O	-0.3	7.6
C[C@@H]1CN([C@H](C)CO)S(=O)(=O)c2ccc(C#CC3CCCCC3)cc2O[C@H]1CN(C)C(=O)Cc1ccncc1	13.0	-2.8
Cc1csc(=O)n1CC(=O)OCC(=O)Nc1ccc(F)c(F)c1F	-1.1	1.1
Cc1csc(SCC(=O)Nc2ccc(C)c(S(=O)(=O)N(C)C)c2)n1	28.7	-4.7
C[C@@H]1CNC(=O)c2c(C(=O)NCc3ccc(CNC(=O)OC(C)(C)C)cc3)ncn21	2.9	1.4
CC(C)(c1ccc(O)cc1)c1ccc(O)c(C(=O)O)c1	2.0	1.4
O=C1CCN(C(=O)c2ccccc2)c2ccccc21	2.7	4.6
N#CCCN(CCCN1CCOCC1)CN1C(=O)c2ccccc2C1=O	7.7	12.8
C[C@H](CO)N1C[C@H](C)[C@H](CN(C)C(=O)c2ccc(N3CCN(C)CC3)cc2)OCc2cnnn2CCCC1=O	21.0	7.5
COc1ccc(-c2ccc(SCC(=O)NC3CCCC3)nn2)cc1	20.3	1.0
COc1ccc(CN2C(=O)C(CC(=O)NCCCCc3ccccc3)CC(C(=O)N(C(C)C)C(C)C)=C2C)cc1 (stereo not given)	-1.8	1.9
COc1ccc(CNC(=O)c2ccccc2NC(=O)C2=C(C)OCCS2)cc1	-7.9	-1.2
COc1cc(N(CCCn2cnc3c(SC)ncnc32)CCCn2cnc3c(SC)ncnc32)cc(OC)c1OC	6.3	3.0
O=C(CCCN1C(=O)C(c2ccccc2)Oc2cccnc21)Nc1ccccc1Br (stereo not given)	-7.8	-5.7
C[C@@H]1CN([C@H](C)CO)C(=O)CCCn2nncc2CO[C@H]1CN(C)S(=O)(=O)c1ccc(Cl)cc1	-19.5	9.8
C[C@H]1CN([C@@H](C)CO)S(=O)(=O)c2ccc(Br)cc2O[C@H]1CN(C)S(=O)(=O)c1ccccc1	-16.5	-15.9
Cc1ccc(C(=O)OCC(=O)NC2CCCC(C)C2C)s1 (stereo not given)	-2.2	9.8
CN(Cc1ccc(Cl)cc1Cl)C(=O)Cc1ccc(S(=O)(=O)N2CCOCC2)s1	13.8	-5.6
CN1CCn2cnc(C(=O)Nc3ccc(CNC(=O)OC(C)(C)C)cc3)c2C1=O	-2.6	-8.4
CC(C)NC(=O)Nc1ccc2c(c1)C(=O)N([C@@H](C)CO)C[C@@H](C)[C@H](CN(C)Cc1ccccc1)OCCCC[C@H](C)O2	1.7	-2.1
C#CCN(C[C@H]1[C@H](OC(=O)NCc2ccco2)[C@H](OC(=O)NCc2ccco2)C[C@H]2C(=O)N(c3ccccc3)C(=O)[C@@H]12)S(=O)(=O)c1ccc(C)cc1	2.7	-2.1
CC(C)Oc1ccc(S(=O)(=O)N2CCCCC2)cc1NC(=O)C1=NN(c2ccccc2)C(=O)CC1	-17.8	-0.9
CCCn1c(SCC(=O)N(C)C2CCCCC2)n[nH]c1=O	-3.1	-3.5
C[C@H](CO)N1C[C@H](C)[C@H](CN(C)C(=O)C2CC2)OCc2cnnn2CCCC1=O	-15.4	-6.8
C[C@@H]1CN([C@H](C)CO)S(=O)(=O)c2ccc(-c3ccc(C(=O)N(C)C)cc3)cc2O[C@H]1CN(C)C(=O)Cc1ccccn1	-12.4	8.5
CCCCn1c(N)c(N(CCC(C)C)C(=O)c2c(CC)noc2C)c(=O)[nH]c1=O	-11.4	-9.2
COc1cc(C(=O)Nc2ccc(C(=O)c3ccncc3)cc2)cc(OC)c1OC	-0.9	5.1
O=C(C[C@H]1C(=O)N(c2ccccc2)C[C@@H]1Cc1ccccc1)Nc1ccc(Br)cc1	3.0	u
Cc1ccc([C@H]2C[C@@H](O)[C@H](n3cc(C4CC4)nn3)CN2CC2CCCCC2)cc1	-1.4	-11.5
C[C@H](NC(=O)c1ncn2c1C(=O)NC[C@@H]2C)c1ccccc1	1.7	5.4
COc1ccccc1N1CCN(CCS(=O)(=O)c2cc(Cl)ccc2Cl)CC1	10.2	-25.9
O=C(NCC(F)(F)F)c1ccc(S(=O)(=O)NCCc2ccc3c(c2)OCCO3)cc1	-8.4	-2.3
CCOC(=O)C1=C(C)NC(C)=C(C(=O)OCC)C1c1ccc(OC)c(OC)c1	1.1	-1.5
COc1ccc(C(=O)Nc2ccc3c(c2)OCCO3)c(OC)c1	2.8	4.4
O=C(NC1CCCCC1)N(c1ccccc1)c1nnc(-c2cccc([N+](=O)[O-])c2)s1	-0.7	8.7
C#CCN(C[C@H]1[C@H](OC(=O)NC2CCCC2)[C@H](OC(=O)NC2CCCC2)C[C@@H](C(=O)OC)[C@H]1C(=O)OC)S(=O)(=O)c1ccc(C)cc1	-4.9	-12.4
O=C(NCc1ccccc1OC(F)(F)F)C1CCC(=O)N(CCCN2CCOCC2)C1 (stereo not given)	-9.4	-1.2
Cc1sc2ncnc(N3CCC(C(=O)N(C)CC(=O)Nc4cccc(F)c4)CC3)c2c1C	8.2	-13.2
O=C(O)c1ccccc1C(=O)OC1CC2CCC1C2 (stereo not given)	-2.3	-4.9
CCOC(=O)c1c(C)nc(C)c(C(=O)OCC)c1-c1cccc([N+](=O)[O-])c1	-1.1	-6.3
Cn1nc(N)c2ncc(-c3ccc(Cl)cc3)nc21	9.6	4.2
COc1ccc(S(=O)(=O)N2CCCCCC2)cc1C(=O)N1CCN(C(C)=O)CC1	9.2	4.3
O=C(c1ccc2ccccc2c1)c1cccc(F)c1C(=O)O	-5.8	-3.0
c1ccc(CN2CCC3CC2c2cc(N4CCCCC4)ccc23)cc1 (stereo not given)	11.6	0.6
O=C(O)C1CCN(C(=O)c2ccc(S(=O)(=O)N3CCCCCC3)cc2)CC1	-0.9	14.8

Reformatted: two of the compounds above
| Molecule | hERG WT inh | KCNH2 3.1 inh |
| --- | --- | --- |
| C#CCN(C[C@H]1[C@H](OC(=O)NC2CCCC2)[C@H](OC(=O)NC2CCCC2)C[C@@H](C(=O)OC)[C@H]1C(=O)OC)S(=O)(=O)c1ccc(C)cc1 | -4.9 | -12.4 |
| Cn1nc(N)c2ncc(-c3ccc(Cl)cc3)nc21 | 9.6 | 4.2 |

(further entries)
SMILES	hERG WT inh	KCNH2 3.1 inh
CCCN(CC(=O)Nc1ccccc1C)C(=O)/C=C/c1ccc(OC)c(OC)c1	-1.5	18.5
C[C@@H]1CN([C@H](C)CO)C(=O)c2c(c3ccccc3n2C)-c2ccccc2CO[C@H]1CN(C)Cc1cccc(C(=O)O)c1	-13.0	2.5
O=S1(=O)CCN(Cc2ccccc2)CC1	31.0	-7.2
COc1cccc(S(=O)(=O)Nc2ccc3c(c2)[C@@H]2C[C@H](CC(=O)NCCc4ccccc4)O[C@H](CO)[C@@H]2O3)c1	-28.3	4.6
CCCCN1C(=O)CC2CCOC21C (stereo not given)	1.6	-3.8
CCC1=C(NCc2ccccc2)COC1=O	9.3	12.0
COc1ccc(/C=C/C(=O)Nc2ccc(C(C)=O)cc2)cc1S(=O)(=O)N1CCOCC1	-32.1	-1.5
C[C@@H]1CCCCO[C@@H](CN(C)CC2CC2)[C@@H](C)CN([C@H](C)CO)C(=O)c2cc(N(C)C)ccc2O1	-8.7	-25.1
COc1ccccc1CNC(=O)C[C@@H]1C[C@H]2c3cc(NC(=O)c4ccc5c(c4)OCO5)ccc3O[C@H]2[C@@H](CO)O1	1.3	-27.9
CC(=O)Nc1ccc(S(=O)(=O)c2ccnc3cc(Cl)ccc23)cc1	-8.1	-1.8
Cc1noc(C)c1NC(=O)N(C)C[C@H]1OCc2cn(nn2)CCCC(=O)N([C@@H](C)CO)C[C@@H]1C	3.2	1.1
O=C1c2cccc3c2C2(O)c4c1cccc4C(=O)c1cccc(c12)C3=O	-16.3	-2.1

Some of the entries so far, with two lines to a compound:
Under each structure: hERG WT inh	KCNH2 3.1 inh
> COc1cccc(S(=O)(=O)Nc2ccc3c(c2)[C@@H]2C[C@H](CC(=O)NCCc4ccccc4)O[C@H](CO)[C@@H]2O3)c1
 : -28.3	4.6
> CCCCN1C(=O)CC2CCOC21C (stereo not given)
 : 1.6	-3.8
> CCC1=C(NCc2ccccc2)COC1=O
 : 9.3	12.0
> COc1ccc(/C=C/C(=O)Nc2ccc(C(C)=O)cc2)cc1S(=O)(=O)N1CCOCC1
 : -32.1	-1.5
> C[C@@H]1CCCCO[C@@H](CN(C)CC2CC2)[C@@H](C)CN([C@H](C)CO)C(=O)c2cc(N(C)C)ccc2O1
 : -8.7	-25.1
> COc1ccccc1CNC(=O)C[C@@H]1C[C@H]2c3cc(NC(=O)c4ccc5c(c4)OCO5)ccc3O[C@H]2[C@@H](CO)O1
 : 1.3	-27.9
> CC(=O)Nc1ccc(S(=O)(=O)c2ccnc3cc(Cl)ccc23)cc1
 : -8.1	-1.8

Additional records:
SMILES	hERG WT inh	KCNH2 3.1 inh
COc1ccc(C(=O)N(C)CCOc2ccc(Cl)cc2)cc1S(=O)(=O)N1CCCC1	21.5	-23.3
CN(C)CCCNC(=S)N1CCC(C(=O)c2ccc(Cl)cc2)CC1	48.0	-9.1
Cc1ccc(C=Cc2ccccn2)cc1	-10.4	-1.7
CCCCN1CC(C)(C)[C@H](CC(=O)NC)C1=O	-8.6	4.8
CCc1ccc(-c2n[nH]nc2C2=CC(=O)C[C@H](c3ccc(F)cc3)C2)cc1	0.5	2.0
CC1(c2ccc(Cl)cc2)NC(=O)N(CC(=O)N2CCN(C(=O)c3cccs3)CC2)C1=O (stereo not given)	-5.1	3.5
CC(=O)Nc1cccc(C(=O)NN2C(=O)NC3(CCC(C)CC3)C2=O)c1 (stereo not given)	11.6	1.8
O=C(c1ccc(N2C(=O)CCC2=O)cc1)N1CCCSC1=Nc1ccccc1	14.9	22.4
CCc1ccc(N2CC(C(=O)N3CCN(c4ccc([N+](=O)[O-])cc4)CC3)CC2=O)cc1 (stereo not given)	4.9	-18.0
Cc1noc(C)c1C(=O)OC(C)C(=O)Nc1ccc([N+](=O)[O-])cc1C(F)(F)F (stereo not given)	-5.5	17.9
CC(NS(=O)(=O)c1ccc2[nH]c(=O)[nH]c2c1)c1ccc(F)cc1 (stereo not given)	0.2	-2.0
C[C@H](CO)N1C[C@H](C)[C@H](CN(C)Cc2cncnc2)Oc2ncc(C#CC3(O)CCCC3)cc2C1=O	11.4	15.3
COc1ccc(C(=O)N2CCN(S(=O)(=O)c3ccc4c(c3)OCCO4)CC2)cc1	7.4	-1.1
CCCN(CC(=O)Nc1ccccc1C)C(=O)c1cc2ccccc2oc1=O	-6.8	9.0
C[C@H](CO)N1C[C@H](C)[C@@H](CN(C)C(=O)Nc2ccccc2)Oc2ncc(C#CC3CCCCC3)cc2C1=O	-8.7	1.5
CN(C)S(=O)(=O)c1cccc(NC(=O)c2ccccc2SCC(=O)N2CCCC2)c1	-1.6	-2.4
CCN(C(=O)CN1C(=O)NC2(CCC(C)CC2)C1=O)C1CCCCC1 (stereo not given)	-4.9	-0.9
CCc1ccc(/C=C2\SC(=S)N(CCCC(=O)NCCCN3CCOCC3)C2=O)cc1	1.1	11.5
C[C@@H]1CN([C@H](C)CO)C(=O)CCCn2nncc2CO[C@H]1CN(C)C(=O)NC1CCCCC1	-4.8	13.8
Cc1cc(C)cc(C(=O)NCC(=O)OCC(=O)N2CCCC2)c1	2.2	0.6
O=C(NCc1ccccc1CN1CCCC1)C1CCN(C(=O)c2ccc(Cl)cc2)CC1	23.6	4.2
Cc1ccc(N(CC(=O)NC(C)(C)C)C(=O)CCC(=O)Nc2ccccn2)c(C)c1	-1.2	-5.7
Cc1ccc(S(=O)(=O)NCC(=O)NCC(=O)N(C)Cc2ccc(Br)s2)cc1C	7.3	-9.2
CCOc1ccc(OCCC(=O)Nc2ccccc2C(=O)NC2CC2)cc1	12.1	4.7
